thrombin 1536 – human alpha-thrombin inhibitors, primary screen, counter-screen for coagulation protease inhibitor project, biochemical, 1536-well, fluorogenic AMC substrate; inhibition, % at 5 µM; Prothrombin (Homo sapiens), P00734; actives 0.26% (n = 220,000); AID 1046, 2008; Boc-VPR-AMC fluorogenic substrate cleavage;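 active = inhibition at or above 40%; inactive = inhibition below 40%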;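 note: 0% = enzyme with no compound and 100% = wells without enzyme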
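System: Human alpha-thrombin protein | Medium: pH 7.5 Tris (50 mM) with NaCl 150 mM, Tween 20 0.05% | Times: Enzyme reaction carried out at room temperature | Detection: AMC fluorescence, 355/460 nm | Evaluation: Percent inhibition scaled between no-compound controls and no-enzyme blanks | Benchmarks: Enzyme without compound as high, wells lacking enzyme as low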
FXIa inh – human FXIa protease inhibitors, primary screen, biochemical, 1536-well; Coagulation factor XI (Homo sapiens), P03951; purified FXIa, Boc-Glu-Ala-Arg-AMC fluorogenic substrate; actives 0.14% (n = 220,000); inhibition, % at 5 µM;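 active = inhibition of at least 40%; inactive = inhibition below 40%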;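 note: fluorescence of freed AMC excited at 355 nm; 0% = enzyme without compound and 100% = no enzyme blank; many of its hits are not listed in these tables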
Wee1 stabilizer – Wee1 degradation inhibitors, primary screen, cell-based, HeLa, Wee1K328M-luciferase, luminescence | Wee1-like protein kinase (Homo sapiens), P30291 | HeLa Luc-Wee1K328M stability; 100% = proteasome inhibitor MG132 effect | reporter increase, % at 5 µM | actives 1.2% (n = 220,000) | AID 1321, 2008;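 active = activation above the mean of all tested compounds plus 3 SD, set per screening run, cut at about 8.8% in these data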;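 note: cells exposed to compound for 20 h before luminescence read; 0% = DMSO alone and 100% = MG132 at 30 µM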
Target sequence (P30291 whole entry K328M): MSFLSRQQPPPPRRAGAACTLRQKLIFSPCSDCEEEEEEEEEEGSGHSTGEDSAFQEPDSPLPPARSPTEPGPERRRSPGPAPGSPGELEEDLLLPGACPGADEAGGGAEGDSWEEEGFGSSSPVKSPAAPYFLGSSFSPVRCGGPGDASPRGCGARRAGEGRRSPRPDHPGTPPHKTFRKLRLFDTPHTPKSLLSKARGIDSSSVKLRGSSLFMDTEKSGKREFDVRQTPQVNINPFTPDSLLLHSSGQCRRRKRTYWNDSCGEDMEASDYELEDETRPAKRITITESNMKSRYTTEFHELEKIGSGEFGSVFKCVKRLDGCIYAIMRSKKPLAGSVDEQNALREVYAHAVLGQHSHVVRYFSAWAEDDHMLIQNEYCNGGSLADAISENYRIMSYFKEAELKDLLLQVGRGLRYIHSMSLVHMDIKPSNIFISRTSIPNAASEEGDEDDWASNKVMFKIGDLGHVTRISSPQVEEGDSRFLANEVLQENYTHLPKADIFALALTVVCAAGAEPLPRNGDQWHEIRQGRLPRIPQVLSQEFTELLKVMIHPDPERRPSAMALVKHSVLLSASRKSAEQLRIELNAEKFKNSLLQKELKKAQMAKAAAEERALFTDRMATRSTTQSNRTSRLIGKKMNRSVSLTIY
p97 inhibitor – inhibitors of human p97 ATPase, primary screen, biochemical | recombinant p97 ATPase, Kinase-Glo ATP luminescence, 3 h | inhibition, % at 8 µM | actives 0.42% (n = 220,000) | AID 1481, 2009; in the data active = inhibition above about 15%;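 note: 0% = DMSO vehicle and 100% = wells lacking enzyme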
KLK5 inh – human KLK5 protease inhibitors, primary screen, biochemical, 1536-well; Kallikrein-5 (Homo sapiens), Q9Y337; recombinant hK5, fluorogenic AMC substrate cleavage; inhibition, % at 5 µM; actives 0.59% (n = 210,000);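 active = inhibition of 40% or more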;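 note: 0% = enzyme controls without compound and 100% = no-enzyme blanks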
Target sequence (Q9Y337 67-293 limits assumed): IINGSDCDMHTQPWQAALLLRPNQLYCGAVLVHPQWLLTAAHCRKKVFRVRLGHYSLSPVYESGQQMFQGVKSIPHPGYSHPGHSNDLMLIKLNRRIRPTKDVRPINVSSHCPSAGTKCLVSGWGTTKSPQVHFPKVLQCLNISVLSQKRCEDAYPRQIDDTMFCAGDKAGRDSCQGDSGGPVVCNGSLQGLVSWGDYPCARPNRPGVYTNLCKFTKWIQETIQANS
Furin inh – human furin inhibitors, primary screen, biochemical, fluorescence intensity; P09958; purified furin, fluorogenic substrate cleavage; inhibition, % at 30 µM; actives 0.061% (n = 220,000); in the data active = inhibition above about 25%; note: inactives centre near -15
FXIIa inh 1536 – human FXIIa protease inhibitors, primary screen, biochemical, 1536-well. Coagulation factor XII (Homo sapiens), P00748. purified FXIIa, Boc-QGR-AMC fluorogenic substrate, 2 h. inhibition, % at 5 µM. actives 0.3% (n = 220,000). AID 800, 2007; in the data active = inhibition above about 40%;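 note: 0% = enzyme with no compound and 100% = blank without enzyme; many of its hits are not listed in these tables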
PERK inhibitor – block of dimerizer-induced PERK translation repression, primary screen, PERK inhibitor project, CHO PERK-DD cells, SEAP luminescence, HTS | Eukaryotic translation initiation factor 2-alpha kinase 3 (Homo sapiens), Q9NZJ5 | CHO PERK-DD fusion, SEAP luminescence translation reporter | inhibition, % at 5.6 µM | actives 0.17% (n = 220,000);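 active = inhibition above the mean inhibition of all tested compounds plus 3 SD, set separately per screening campaign, cut at about 2.9% in these data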;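 note: PERK kinase domain activated by AP20187 dimerizer at 100 nM; 0% = DMSO with dimerizer and 100% = rapamycin at 8.4 µM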
KCC2 mod – KCC2 cotransporter modulators, thallium flux, primary screen, cell-based, HEK293 KCC2, FluoZin-2 fluorescence, MLSMR | Solute carrier family 12 member 5 (Homo sapiens), Q9H2X9 | KCC2 cells, thallium flux FluoZin-2 fluorescence | B-score of Tl+ flux slope (higher = more flux/activation; lower = inhibition) at 10 µM | actives 2.2% (n = 190,000) | AID 1456, 2008;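 active = thallium flux slope and its plate-corrected score both differing from the plate sample mean at a set confidence after two filtering rounds, in either direction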;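 note: slope of fluorescence scaled to starting intensity during 10 to 20 s after thallium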
Starred values were filed as active, the others as inactive; nt = no result given; [ ] = dose if it differs, or a comment.

SMILES	thrombin 1536	FXIa inh	Wee1 stabilizer	p97 inhibitor	KLK5 inh	Furin inh	FXIIa inh 1536	PERK inhibitor	KCC2 mod
O=C(CNC(=O)c1cccs1)NCC(=O)OCc1c(F)cccc1Cl	-1.3	-7.5	9.0*	-2.7	-26.6	-31.2	-6.3	0.8	-0.0623
O=C(CS(=O)(=O)c1c[nH]c2ccccc12)N1CCCc2ccccc21	-2.1	2.9	-0.3	-1.1	-26.5	-41.4	12.8	0.3	-0.809
CCOC(=O)c1c(C)[nH]c(C=C2C(=O)CCCC2=O)c1O	-5.0	0.9	0.8	3.1	-3.0	-4.9	11.1	0.6	0.0385
CC(=O)c1sc(-c2ccccc2)cc1NS(=O)(=O)c1ccc(C)cc1	6.6	8.1	6.6	-3.1	8.0	-12.6	7.6	0.6	30.4*
COc1ccc(N2CCN(C(=O)c3ccccc3Br)CC2)c([N+](=O)[O-])c1	-2.7	-7.0	1.8	-2.3	-24.4	-27.0	-4.7	1.0	0.523
COc1ccc(N(CC(=O)O)S(=O)(=O)c2cccnc2)cc1	5.3	1.3	3.5	1.1	-12.7	-6.8	24.9	0.6	0.735
O=C1CSC(c2cccc([N+](=O)[O-])c2)N1c1ccc(O)cc1 (centres undefined)	-10.6	-1.7	-2.0	3.7	-1.2	-14.9	7.2	0.8	0.879
CC(=O)c1ccc(N2CCN(c3ccc(S(=O)(=O)NCCCN(C)C)cc3[N+](=O)[O-])CC2)cc1	-3.1	-3.0	-1.3	-4.4	0.4	-7.3	5.8	-0.7	-0.464
CCCn1nnc(NC(=S)NC(=O)c2cccs2)n1	-3.5	0.5	-0.1	3.6	-16.0	-9.5	4.0	0.6	0.845
CC1=CC(=C(C#N)C#N)C=C(C)N1CCC(C)C	-4.3	-1.9	0.6	0.3	1.5	-9.7	8.9	1.0	1.07
COc1ccc(Cc2c(O)nc[nH]c2=O)cc1	2.1	-30.4	-2.6	-6.8	29.1	-14.1[20 µM]	9.0	0.4	0.401
CC(C)c1ccc(N(C(=O)C(F)(F)F)C(C(=O)NC2CCCCC2)c2ccncc2)cc1 (centres undefined)	-0.8	15.4	-0.9	-4.5	-28.8	-18.1	29.4	-0.1	nt
Cn1nc(-c2ccccc2)c(-c2nc(-c3ccc(Cl)cc3)no2)c1Cl	-5.4	-6.6	-0.4	-8.2	11.8	-5.0[20 µM]	0.7	0.3	-0.0161
CC1(C)CC(=O)C2=C(C1)OC(N)=C(C#N)C2c1cccc(OC(=O)c2ccco2)c1 (centres undefined)	-1.9	-2.6	0.7	1.6	-7.9	-19.3	1.3	-1.4	-1.19
CS(=O)(=O)N1CCC(Oc2ccccc2C(=O)N2CCN(CC3CC3)CC2)CC1	-8.3	0.4	0.6	7.1	0.1	-22.0	3.4	0.5	0.505
COc1ccc(NC(=O)CSc2nnc(-c3ccccc3)n2Cc2ccco2)c(OC)c1	-6.7	9.4	-3.1	2.2	-10.1	-6.2	23.8	-0.9	-1
CC1Cc2ccccc2N1CC(=O)Nc1ccc2c(c1)OCO2 (centres undefined)	-2.5	-4.8	-1.4	2.7	-6.0	-13.3[20 µM]	4.8	0.6	-0.0726
CCCCCn1c(C(Cc2ccccc2)NC(=O)COC)nc2ccccc21 (centres undefined)	-0.4	-4.3	0.2	-3.5	-3.4	-7.0	6.2	0.2	-1.56
CCOC(=O)N1CCN(c2cc(=O)n(-c3ccc(C)cc3)c(=O)[nH]2)CC1	-14.2	-3.0	-0.9	1.5	1.9	-24.0	7.1	0.1	0.00609
CCOC(=O)c1ccc(S(=O)(=O)NCC(C)(C)N2CCOCC2)cc1	-8.3	10.1	3.3	0.9	-0.7	-29.4	6.5	0.7	0.571
COc1ccc(/C=C/C(=O)Nc2ccc(N3CCOCC3)cc2)cc1	-17.6	7.2	8.0	5.7	-9.0	-9.1	8.6	0.6	0.651
COC(=O)c1cc(C)sc1NC(=O)C1CC=CCC1C(=O)O (centres undefined)	-7.8	-0.3	0.4	-2.9	-7.2	-15.8[20 µM]	6.1	-1.2	nt
O=C(c1ccccc1)c1ccccc1N/C=C/c1nnnn1-c1ccccc1	-2.6	-1.5	-2.5	2.0	19.2	-5.1[20 µM]	9.2	0.1	-0.0117
CCC1CC2CC(NC(C)=O)C1C2 (centres undefined)	-3.5	-10.0	-2.2	-3.4	-1.7	-19.3[20 µM]	16.6	0.9	-0.0424
C=CCn1c(=O)c(C(=O)NCCNCC)c(O)c2ccccc21	-5.4	-3.4	-2.9	7.9	4.0	-20.9	1.5	-0.4	nt
CC(=O)c1sc(NC(=O)C2COc3ccccc3O2)nc1C (centres undefined)	0.9	18.6	0.5	3.9	-15.2	-9.8	25.0	0.1	-0.192
CC(C)CNC(=S)N1CCC(c2nc(-c3ccc(F)cc3)no2)CC1	-6.6	-0.1	-1.0	3.1	6.5	-39.1	7.9	0.8	-2.94
CCNC(=O)CC1C(=O)N(CC)C(=S)N1NC(=O)c1cccnc1 (centres undefined)	-3.0	1.5	5.6	5.8	8.4	-29.9	15.8	0.5	1.59
C/C(=N\NC(=O)c1c(Cl)cnn1C)c1cccc(NC(=O)C(C)C)c1	-9.3	-9.0	3.1	-5.8	-12.9	-19.7	5.0	0.1	nt
COc1ccc(C2=NN(C(N)=S)C(c3ccco3)C2)cc1 (centres undefined)	-5.0	-1.6	0.4	1.8	0.3	-9.7	nt	-0.1	-0.379
COc1ccc2cc3c(N)nn(C(=O)c4ccccc4[N+](=O)[O-])c3nc2c1	-1.3	5.7	1.4	6.8	-3.1	-14.6	5.9	-0.9	0.143
O=S(=O)(Nc1nccs1)c1ccc2c(c1)OCCO2	0.3	-4.8	2.9	4.7	-4.0	-28.1	8.0	1.2	nt
CCOC(=O)C1=C(C)Nc2ncnn2C1c1ccc2c(c1)OCO2 (centres undefined)	-4.5	0.4	0.2	0.8	-19.3	-8.3[20 µM]	15.7	-1.0	-0.0148
COc1cccc(C(=O)Nc2nnc(Cc3ccc(OC)c(OC)c3)s2)c1	-7.7	-2.9	5.8	3.7	-2.1	-15.0	0.2	-0.7	-0.062
O=S(=O)(c1ccccc1)c1cnn2c(C(F)(F)F)cc(-c3ccc(F)cc3)nc12	-8.3	-10.7	2.1	4.3	-86.2	-22.5[20 µM]	-2.0	1.3	nt
CCOC(=O)N1CCN(C(=O)COc2cccc3c2CCN(CC)C3=O)CC1	0.4	1.5	-0.2	6.2	-2.4	-26.5	1.2	1.6	-0.147
Cc1cccc(C(=O)N[C@H](C(=O)Nc2nc3ccccc3[nH]2)C(C)C)c1	1.1	-1.9	-0.9	0.0	-0.1	-11.9	7.5	0.1	-0.156
Cc1ncc([N+](=O)[O-])n1Cc1ccccc1	-2.7	3.1	3.9	8.2	-8.8	-14.2	4.7	-0.6	-2
CCS(=O)(=O)N1N=C(c2ccccc2)CC1c1ccc2nccnc2c1 (centres undefined)	0.7	13.0	-1.8	5.3	-8.8	-27.1	10.2	-0.3	0.203
CN(C)C=NC(=O)c1cc(C(=O)c2ccc(F)cc2)c[nH]1	-2.4	-6.4	0.6	-0.6	-10.8	-17.8	7.4	-0.7	-0.282
CCC(C)c1ccccc1NC(=O)COC(=O)CCc1cc(OC)c(OC)c(OC)c1 (centres undefined)	-9.0	0.6	3.5	-1.9	-10.7	-17.9	9.6	0.1	-0.0556
COc1ccc(/C=N/n2cnnc2)cc1Oc1nc(Cl)ncc1F	-7.5	-1.1	3.0	7.0	-7.7	-21.5	-7.2	1.1	0.369
COc1ccccc1Nc1nc(-c2c(C)nc3ncccn23)cs1	-1.9	-2.1	0.2	3.5	2.4	-15.3	12.2	-0.3	nt
Cc1ccc2cccc(OCc3nnc(SCC(=O)O)n3C)c2n1	-4.3	-5.2	7.4	0.1	-1.5	-0.8	-1.3	-0.1	0.168
CN(C)CCC(O)(c1ccccc1)c1ccccc1	-0.2	6.5	-3.8	-0.6	1.5	-11.9[20 µM]	8.8	-0.5	nt
Brc1cccc(-c2nnc3n2CCCCC3)c1	-0.2	5.3	0.3	2.9	3.8	-2.4	8.2	1.1	0.252
N#Cc1ccccc1NC(=O)COC(=O)COc1ccccc1[N+](=O)[O-]	42.4*	2.7	0.5	6.7	1.9	-14.5	14.2	0.7	0.65
O=C(Nc1ccccc1Cl)c1ccc(Cl)cc1Cl	-3.7	0.5	-1.8	-3.2	2.6	-17.6	6.4	0.0	-0.367
NS(=O)(=O)c1ccc(NC(=O)CSc2ccc3ccccc3n2)cc1	1.3	5.4	-2.2	3.6	-3.7	-7.7[20 µM]	11.5	0.9	0.195
COCCNC(=S)N/N=C/c1ccc([N+](=O)[O-])cc1	4.0	-1.8	-0.6	1.1	-3.2	-9.9	3.0	0.5	-0.713
(further entries)
SMILES	thrombin 1536	FXIa inh	Wee1 stabilizer	p97 inhibitor	KLK5 inh	Furin inh	FXIIa inh 1536	PERK inhibitor	KCC2 mod
CC(Oc1ccc(Cl)cc1Cl)c1ccnc(N)n1 (centres undefined)	-2.5	-3.3	-1.4	-1.7	-1.5	-9.3	13.4	0.8	-2.91*
COc1cccc(-c2noc(N)c2C#N)c1	-1.7	-4.4	-1.5	-1.9	-3.2	-4.7	9.7	1.0	nt
CCO[C@@H]1OC(C(=O)Nc2ccccc2)=C[C@H](c2ccc(C(F)(F)F)cc2)[C@H]1CCCO	-3.5	0.8	2.7	4.4	1.0	-28.5	7.0	-0.2	0.102
Cc1ccc(CN(C(=O)c2c(F)cccc2F)C2CC(C)(C)NC(C)(C)C2)o1	-0.5	-8.2	1.4	1.6	-16.1	-23.9	4.8	-0.3	0.837
CCOC(=O)N1CCN(C(=O)c2ccc(CN(c3ccc(C)c(C)c3)S(C)(=O)=O)cc2)CC1	2.5	2.3	-0.1	-3.1	-5.7	-21.5	13.3	-0.4	-0.757
CCCOc1ccc(C2/C(=C(\O)c3c(C)[nH]c(C(=O)OC)c3C)C(=O)C(=O)N2CCN(C)C)cc1 (centres undefined)	-1.5	-10.4	0.5	-4.6	-2.5	-3.2	10.3	0.4	nt

Assay outcomes: PubChem, several laboratories
